UTI89 phage lysis: protection from phage-mediated lysis, alamar blue read-out – E. coli UTI89, K1F phage, bacterial capsule biogenesis inhibitors (AID 488966); 0.02% of 340,000 active; one-dose inhibition, % at 100 µM; IC50 in µM for titrated hits; E. coli UTI89 K1F phage lysis, alamar blue, 2 h; higher % means a stronger effect;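 active = phage lysis inhibition, versus mean bacterial control, above a set limit; inconclusive = no clear call, values can overlap the other calls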;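 also: capsule biogenesis inhibitors block K1F phage lysis so surviving cells raise fluorescence; higher fluorescence means more inhibition of phage lysis; actives were called in the ten point dose series up to 300 µM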
LYP phosphatase: PTPN22 lymphoid phosphatase activity blockers – biochemical, fluorescence intensity, uHTS (AID 1779) | recombinant LYP phosphatase, fluorescence intensity; higher % means a stronger effect | inhibition, % at 11.5 µM, or IC50 in µM where a hit was titrated | 0.054% of 290,000 active; in the data active = inhibition above about 50%;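 also: plate controls were vehicle with enzyme for no effect and no enzyme for full effect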
GPR35 arrestin U2OS: inhibition of zaprinast-stimulated GPR35 beta-arrestin translocation – imaging, U2OS, beta-arrestin-GFP, zaprinast agonist, primary screen (AID 2058); U2OS GPR35 beta-arrestin-GFP translocation imaging, zaprinast antagonism; higher % means a stronger effect; 0.052% of 290,000 active; one-dose inhibition, % at 10 µM; IC50 in µM for titrated hits;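 active = inhibition of at least 50% with at least 30 cells and total cytoplasm GFP at most 10,000,000; inconclusive = under 30 cells or total GFP of 10,000,000 plus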
WT yeast gro inh: growth inhibition of WT yeast, mitochondrial fusion screen | inhibition, % at 10 µM | mitochondrial fusion phenotypic screen, WT strain | AID 1362 | 2.1% of 190,000 active; in the data active = inhibition above about 58%; tested in S. cerevisiae
NTR1 ag: NTR1-driven beta-arrestin-GFP spot formation – imaging, U2OS cells, high content, primary screen (AID 493036); 0.17% of 330,000 active; agonist mode; activation, % at 20 µM; P30989;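 active = activation at or above 40% of the spot to cytoplasm intensity ratio, with at least 20 cells analyzed; inconclusive = wells under 20 cells, flagged as cytotoxic or low count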;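 also: 0% = DMSO without peptide and 100% = 100 nM NTR1 peptide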
Target sequence (P30989 whole entry, looked up): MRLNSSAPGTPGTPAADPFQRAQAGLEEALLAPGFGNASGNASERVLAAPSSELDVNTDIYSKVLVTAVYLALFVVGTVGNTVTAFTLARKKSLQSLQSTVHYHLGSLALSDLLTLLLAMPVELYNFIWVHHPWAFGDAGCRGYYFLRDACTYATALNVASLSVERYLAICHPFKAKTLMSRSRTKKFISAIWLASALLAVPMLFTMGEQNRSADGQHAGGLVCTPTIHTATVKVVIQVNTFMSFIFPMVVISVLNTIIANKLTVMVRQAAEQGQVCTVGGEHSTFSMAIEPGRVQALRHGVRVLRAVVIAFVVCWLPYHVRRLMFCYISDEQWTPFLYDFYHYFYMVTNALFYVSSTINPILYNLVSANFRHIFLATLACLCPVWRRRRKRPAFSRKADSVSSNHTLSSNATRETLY
AID2073: inhibitors of Mint1-CaV2.2 protein interaction, biochemical, HTRF (AID 2073); HTRF protein-protein interaction, Mint1-CaV2.2; higher % means a stronger effect; inhibition, % at 20 µM; hits with a dose series show IC50 in µM; 0.19% of 290,000 active; in the data active = inhibition mostly above about 51%, no sharp cut-off; inconclusive = no clear call, values can overlap the other calls; inactive = mostly below about 53%; also: some results filed as inactive read as strong as hits
RSV CPE inhibition: RSV antiviral activity via CPE protection, HEp-2 cells, primary 10 µM value included (AID 2391). HEp-2 cells, RSV-induced CPE inhibition; higher % means a stronger effect. CPE inhibition, % at 10 µM, or IC50 in µM where a hit was titrated. 0.13% of 310,000 active; in the data active = a potency from the dose series; inconclusive = CPE inhibition mostly from about 23% at the one dose, without a potency; inactive = the rest, 99 in 100 with CPE inhibition below about 21%; also: strong numbers were not always called active
Dengue-2 NS5 capping: flavivirus cap methylation enzyme inhibition – biochemical, confirmation dose response, primary screen (AID 588689) | Dengue-2 NS5 methyltransferase capping enzyme assay, biochemical; higher % means a stronger effect | 0.3% of 340,000 active | one-dose inhibition, % at 25 µM; IC50 in µM for titrated hits; in the data active = a potency from the dose series; inconclusive = inhibition above about 29% without an active follow-up result
Autophagy HCS: modulators of autophagy | calls only at 10 µM (by protocol) | MEF GFP-LC3 puncta imaging; test concentration mostly 10 µM | 0.98% of 190,000 active;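 active = percentage of spot-positive cells more than 3 SD above its plate mean, without a fluorescence outlier flag or 80% toxicity; inconclusive = no clear call, values can overlap the other calls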;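 also: spot-positive cell cutoff set from DMSO-treated cells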
WT yeast gro inh mutant strain: further read-out of WT yeast gro inh, marked with its call; inhibition, %; mitochondrial fusion phenotypic screen, mutant strain inhibition
Autophagy HCS cell loss 18 h: recorded beside Autophagy HCS, whose call it bears; toxicity, %; measured here: cell loss, nuclei count;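 cell loss after 18 h compound exposure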
NTR1 ag cell count 20 µM: recorded beside NTR1 ag, whose call it bears; cell count; measured here: cell count, cytotoxicity flag
Dengue-2 NS5 capping pilot replicate: second read-out of Dengue-2 NS5 capping, no call of its own (marks repeat the call); inhibition, %; measured here: pilot screen replicate inhibition
Numbers without * were called inactive; i = inactive; ? = inconclusive; · = no result given; [ ] = another dose, or the depositor's remark.

SMILES	UTI89 phage lysis	LYP phosphatase	GPR35 arrestin U2OS	WT yeast gro inh	WT yeast gro inh mutant strain	NTR1 ag	NTR1 ag cell count 20 µM	AID2073	RSV CPE inhibition	Dengue-2 NS5 capping	Autophagy HCS	Autophagy HCS cell loss 18 h	others
O=C1C2N=NN(CC(=O)N3N=C(c4cccc5ccccc45)CC3c3ccccc3)C2C(=O)N1c1ccccc1 (stereo not given)	0.1%	0%	-12%	4	-5	2.9	87	9%	3.0%	-6%	i	-3
COC(=O)c1ccc(Oc2ccc3nncn3n2)cc1	-0.3%	-13%	-8%	-7	-1	-2.5	50	-2%	3.1%	2%	i	-14
CSc1nc2n(n1)C(C)C1=C(CCCC1=O)N2 (stereo not given)	0.0%	6%	8%	-19	-8	2.9	52	16%	-1.2%	-9%	i	-1
CC1CN(C(=O)N2c3ccccc3Sc3ccccc32)C(C)CC1=O (stereo not given)	-0.5%	5%	13%	9	-1	14	76	-4%	2.8%	-8%	i	13
Cn1ccnc1C(OC(=O)c1ccc(Cl)cc1)C(F)(F)F (stereo not given)	0.0%	0%	2%	·	·	0.4	85	3%	0.9%	2%	·	·
COc1cc(OC)cc(C(=O)Nc2ccc(N(C)C)c3ccccc23)c1	0.1%	-8%	14%	·	·	-0.5	68	5%	2.2%	-6%	·	·	Dengue-2 NS5 capping pilot replicate=-3.6
O=S(=O)(c1cccs1)N1CCN(c2ccccc2F)CC1	0.2%	-6%	9%	·	·	1.1	46	28%	3.5%	-5%	·	·
COc1ccccc1NC(=S)NNC(=O)c1ccc(O)cc1	0.5%	-4%	-3%	-4	-3	-4.0	100	-21%	0.7%	-7%	i	24
COc1cccc(NC(=O)c2cc(S(=O)(=O)N3CCc4ccccc43)cn2C)c1	1.4%	-8%	-9%	·	·	3.0	55	10%	1.6%	-8%	·	·
Cn1c(=O)c2c(nc(SC3C(=O)CC(C)(C)CC3=O)n2C)n(C)c1=O	0.2%	-8%	-14%	·	·	0.5	64	-8%	-0.7%	2%	·	·
Cc1cccc(C)c1NC(=S)NCCc1ccc(O)c(O)c1	1.2%	-3%	2%	-1	-33	-1.7	57	-4%	5.1%	-7%	i	-7
Cc1c(NC(=S)NC(=O)c2ccc(Br)o2)c(=O)n(-c2ccccc2)n1C	0.3%	5%	-4%	0	2	-0.3	79	-5%	1.6%	1%	i	-27
CC(C)OC(=O)CSc1nnc(SCc2cccc3ccccc23)s1	-1.2%	-5%	9%	26	10	-0.7	78	6%	0.7%	4%	i	3
NS(=O)(=O)c1ccc(CCNC(=O)C2CCN(S(=O)(=O)c3c(Cl)cccc3Cl)CC2)cc1	-0.6%	-8%	8%	·	·	-1.0	51	4%	1.3%	-12%	·	·
COc1ccc(S(=O)(=O)N2CCCC2CNC(=O)C(=O)Nc2ccc(F)cc2)cc1 (stereo not given)	0.2%[50 µM]	·	·	·	·	-1.3	57	·	0.2%	4%	·	·
COC(=O)c1ccc(C(C(=O)NC2CCCCC2)N(Cc2ccccc2)C(=O)Cc2cccs2)cc1 (stereo not given)	6.1%	-1%	3%	-12	-21	2.0	55	-1%	-0.4%	-8%	i	-9
O=C(NC1CC1)c1ccc(-c2nc3ccccc3s2)s1	-0.1%	2%	9%	13	-1	-0.2	53	21%	1.5%	-1%	i	-3
NC(=O)c1nnsc1Sc1c(C(N)=O)nnn1-c1cccc(N)c1	0.4%	-6%	6%	-2	10	1.6	45	-6%	1.4%	-3%	i	1
CCCC(c1nnnn1CC1CCCO1)N1CCN(c2nc3ccccc3s2)CC1 (stereo not given)	0.4%	6%	-9%	6	-3	1.1	42	7%	2.9%	-6%	i	7
O=C(NCC(=O)N1CCN(S(=O)(=O)c2cccc(F)c2)CC1)c1ccc(Br)o1	1.6%[50 µM]	·	·	·	·	1.3	64	·	-1.8%	2%	·	·

Entries listed so far that have an aryl methoxy group, in the order listed:
SMILES	UTI89 phage lysis	LYP phosphatase	GPR35 arrestin U2OS	WT yeast gro inh	WT yeast gro inh mutant strain	NTR1 ag	NTR1 ag cell count 20 µM	AID2073	RSV CPE inhibition	Dengue-2 NS5 capping	Autophagy HCS	Autophagy HCS cell loss 18 h	others
COc1cc(OC)cc(C(=O)Nc2ccc(N(C)C)c3ccccc23)c1	0.1%	-8%	14%	·	·	-0.5	68	5%	2.2%	-6%	·	·	Dengue-2 NS5 capping pilot replicate=-3.6
COc1ccccc1NC(=S)NNC(=O)c1ccc(O)cc1	0.5%	-4%	-3%	-4	-3	-4.0	100	-21%	0.7%	-7%	i	24
COc1cccc(NC(=O)c2cc(S(=O)(=O)N3CCc4ccccc43)cn2C)c1	1.4%	-8%	-9%	·	·	3.0	55	10%	1.6%	-8%	·	·
COc1ccc(S(=O)(=O)N2CCCC2CNC(=O)C(=O)Nc2ccc(F)cc2)cc1 (stereo not given)	0.2%[50 µM]	·	·	·	·	-1.3	57	·	0.2%	4%	·	·

Returning to the listing, starting four compounds before the break.
SMILES	UTI89 phage lysis	LYP phosphatase	GPR35 arrestin U2OS	WT yeast gro inh	WT yeast gro inh mutant strain	NTR1 ag	NTR1 ag cell count 20 µM	AID2073	RSV CPE inhibition	Dengue-2 NS5 capping	Autophagy HCS	Autophagy HCS cell loss 18 h	others
O=C(NC1CC1)c1ccc(-c2nc3ccccc3s2)s1	-0.1%	2%	9%	13	-1	-0.2	53	21%	1.5%	-1%	i	-3
NC(=O)c1nnsc1Sc1c(C(N)=O)nnn1-c1cccc(N)c1	0.4%	-6%	6%	-2	10	1.6	45	-6%	1.4%	-3%	i	1
CCCC(c1nnnn1CC1CCCO1)N1CCN(c2nc3ccccc3s2)CC1 (stereo not given)	0.4%	6%	-9%	6	-3	1.1	42	7%	2.9%	-6%	i	7
O=C(NCC(=O)N1CCN(S(=O)(=O)c2cccc(F)c2)CC1)c1ccc(Br)o1	1.6%[50 µM]	·	·	·	·	1.3	64	·	-1.8%	2%	·	·
COC(=O)c1cnc(N2CCCN(S(=O)(=O)c3ccccc3)CC2)nc1C(F)(F)F	0.2%	0%	18%	·	·	1.2	52	3%	5.1%	-3%	·	·
CSc1ccccc1NC(=O)c1noc(C)c1[N+](=O)[O-]	0.0%	-10%	5%	·	·	0.2	46	0%	0.5%	4%	·	·
C/C(N)=C(/C#N)C(=O)COC(=O)c1cc(-c2ccc(C)cc2)nc2ccccc12	6.6%	-4%	18%	15	1	19	45	3%	?	1%	i	-6
Cc1ccc(C(CC(=O)c2ccc(Cl)cc2)C(=O)O)cc1 (stereo not given)	0.2%	4%	-14%	-13	-7	-0.8	90	?	0.1%	-9%	i	28
CSc1nc(N)nc(SCC(=O)C(C)(C)C)c1C#N	-0.1%	-8%	-7%	16	14	3.8	60	5%	0.7%	-3%	i	3
CC(=O)Nc1ccc(-c2csc(N/N=C\c3ccncc3)n2)cc1	·	-6%	-10%	·	·	1.4	64	-1%	5.5%	·	·	·
COc1cccc(CNC(=O)c2nnn(CC(=O)Nc3ccc4c(c3)OCO4)c2N)c1	-0.1%	-4%	-13%	16	-4	-0.2	62	22%	-0.3%	0%	i	12
COc1cccc(C(=O)Nc2c3c(nn2-c2ccc([N+](=O)[O-])cc2)CS(=O)(=O)C3)c1	0.0%	-11%	-21%	·	·	2.0	67	6%	0.9%	-3%	·	·
CC(=O)Nc1ccc(S(=O)(=O)N=S(C)(C)=O)cc1	-0.4%	-1%	4%	5	21	0.2	52	1%	1.1%	-6%	i	2
O=C(c1ccc(N2CCCCC2)c([N+](=O)[O-])c1)N1CCN(S(=O)(=O)c2ccccc2)CC1	0.3%[50 µM]	·	·	·	·	2.6	61	·	0.9%	3%	·	·
CCOc1cc2c(cc1OCC)C(c1ccccc1OC)OC(=O)C2 (stereo not given)	0.2%	-7%	4%	8	1	0.6	63	1%	1.8%	-4%	i	5
Cc1cc(CNC(=O)c2cc(Br)ccc2Cl)nn1C	7.7%	1%	-9%	0	3	-0.1	82	2%	-2.4%	-1%	i	8
CC(=O)N(c1c(C)n(C)n(-c2ccccc2)c1=O)C1(C(=O)NC2CCCC2)CCCCC1	3.3%	-4%	-5%	6	1	0.2	65	5%	0.6%	-12%	i	-7
Brc1ccc(-c2csc(NC3=NCCCCC3)n2)cc1	-6.8%	-7%	-2%	12	9	7.4	35	-2%	6.3%	-3%	i	-7
CCOC(=O)N1CCC(NC(=O)c2ccc(Cl)cc2)CC1	0.2%	-8%	0%	·	·	0.4	43	-5%	1.3%	0%	·	·
Cc1cc(NC(=S)Nc2ccccc2)ccc1Br	-0.3%	-4%	12%	-5	2	0.1	44	-7%	8.0%	-8%	i	21
CCC(C)NC(=O)CN1C(=O)NC2(CCOc3ccccc32)C1=O (stereo not given)	-1.2%	-9%	2%	·	·	0.2	41	18%	1.7%	5%	·	·
C1CCCC(NC2=NCCO2)CCC1	0.2%	-1%	8%	·	·	1.0	47	1%	2.9%	-2%	·	·
O=C(CCc1nc2ccccc2c(=O)[nH]1)NCc1cccc(Cl)c1	0.2%	-4%	-10%	8	-7	-0.9	36	0%	1.0%	-6%	i	15
O=C(CSCCO)Nc1cc(C(F)(F)F)ccc1Cl	-0.8%	-9%	-12%	2	7	0.1	91	20%	1.0%	6%	i	4
S=C(Nc1ccc(Cl)cc1Cl)N1CCOCC1	1.2%	-8%	-4%	12	4	0.6	67	-21%	0.6%	1%	i	-1
CC(C)c1ccc(S(=O)(=O)NC2CCS(=O)(=O)C2)cc1 (stereo not given)	0.8%[50 µM]	·	·	·	·	0.2	63	·	0.5%	-3%	·	·

Bioassay records as filed in PubChem BioAssay.
